From PubChem BioAssay
Pol III holo inh: blocks replication by bacterial DNA polymerase III holoenzyme. Potency, µM (highest dose often 57.1 µM), for the others: at the highest dose activity change, negative = inhibition. 71,000 tested, 0.25% active. reconstituted DNA polymerase III holoenzyme replication, biochemical; further: potency means the concentration at half of the fitted maximal effect; on the % scale 0 is the no-effect control and ±100 the full control effect
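Reconstituted *E. coli* holoenzyme (0.35 nM Pol III, 1 nM beta, 154 nM SSB, 2 nM primase) was preincubated with compound for 15 min at RT. Synthesis on 1.4 nM ssM13Gori ran 35 min, then was stopped with PicoGreen/EDTA and read as dsDNA fluorescence.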
HADH2 inhib: inhibitors of human HADH2 dehydrogenase; recombinant HADH2, NADH fluorescence, beta-hydroxybutyryl-CoA; Potency, µM (top dose mostly 57.1 µM), inactives show at the highest dose activity change, negative = inhibition, usual class: inhibitors; 73,000 tested, 3.4% active; further: potency means the concentration at half of the fitted maximal effect; on the % scale 0 is the no-effect control and ±100 the full control effect; nearly all actives have a fitted effect of over 60% in size; many of its hits are not listed in these tables
Target sequence (Q99714 whole entry, looked up, one chain of several): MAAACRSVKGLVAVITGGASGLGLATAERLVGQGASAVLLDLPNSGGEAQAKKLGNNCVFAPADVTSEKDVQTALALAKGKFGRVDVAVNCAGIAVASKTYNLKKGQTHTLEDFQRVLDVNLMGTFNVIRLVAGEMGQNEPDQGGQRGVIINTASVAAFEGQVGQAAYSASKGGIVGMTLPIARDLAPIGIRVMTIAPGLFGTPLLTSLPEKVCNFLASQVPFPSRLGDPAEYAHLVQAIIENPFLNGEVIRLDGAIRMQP
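Activity measured as NADH fluorescence gain (360/450 nm), taken as the change between first and last reads of a 4-min kinetic run. Conditions: pH 9.0 Tris buffer, 20 nM E. coli-expressed His-tagged enzyme, 1 mM NAD+, 90 uM beta-hydroxybutyryl-CoA; 15-min compound preincubation.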
CRE-bla Fsk: modulators of forskolin-stimulated CRE signaling in CHO cells | Potency, µM (top dose mostly 38.2 µM), for inactives: top-dose activity change, negative = inhibition, hits mostly activators | CHO CRE-bla reporter (cAMP response element driving beta-lactamase), forskolin EC10, beta-lactamase ratio | 71,000 tested, 2.5% active; active means well fitted activation curve with a large enough effect in the signal ratio, with a control signal flat, not every such curve was filed as active; inconclusive means small, poorly fitted or top-dose-only effect, or effect the other way, or a change in a side signal; the % refers to the signal ratio; further: potency means the concentration at half of the fitted maximal effect; % of control where 0% means no effect
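Reporter-gene assay: CHO cells with beta-lactamase behind cAMP responsive elements, co-treated with compound and EC10 NKH 477 for 3 hours at 37 degrees Celsius. Activity came from the 460/530 nm CCF4 emission ratio.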
Texas Red fluor: Texas Red region autofluorescence. Compound fluorescence, Texas Red channel, 547/618 nm; hits give high values. max dye-equivalent concentration, M. 59,000 tested, 0.06% active. AID 587; in the data active means max dye-equivalent concentration above about 10 nM; inconclusive means between about 1.1 nM and that limit
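Spectral interference profiling: each compound concentration's relative fluorescence, read with a 547 nm excitation and 618 nm emission filter pair, was normalized to a per-plate Texas Red standard curve.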
HBB splicing: hemoglobin beta splicing modulation; HBB splicing reporter cell assay, activation; EGFP reporter with mutant IVS2-654 intron; response scale: normalised to 500 nM splice-correcting PNA; Potency, µM (doses to about 46.1 µM), for the others: at the highest dose activation, actives largely listed as activators; 65,000 tested, 0.06% active; AID 925; further: potency means the concentration at half of the fitted maximal effect; 0% is about no effect
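Compounds were applied for 2 days to HeLa EGFP-654 cells, 500/well in Optimem with 2% FCS. The reporter's EGFP is disrupted by mis-splicing of beta-globin intron IVS2-654. Readout: summed well GFP fluorescence from 488 nm laser scanning; reference was 500 nM antisense […] 654 PNA.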
Hsp90 Hop PPI: changes Hsp90-Hop TPR2A binding signal, up or down. AlphaScreen TPR2A-His6 binding biotin-Hsp90 C-terminal peptide. Potency, µM (top dose mostly 57 µM), for inactives: at the top dose activity change, negative = inhibition. 71,000 tested, 0.44% active. AID 595; active means well fitted curve in either direction with a large enough effect; inconclusive means small, poorly fitted or top-dose-only effect, or another doubt; further: potency means the concentration at half of the fitted maximal effect; on the % scale 0 is the no-effect control and ±100 the full control effect; many of its hits are not listed in these tables
Tau fil binding: binders of human tau filaments; Potency, µM (top dose mostly 57.1 µM), for the others: at the highest dose activity change, negative = inhibition; AID 596; recombinant tau filaments, thioflavin S fluorescence, 15 h; filaments grown with octadecylsulfate alongside compound; 71,000 tested, 2% active;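 further: potency means the concentration at half of the fitted maximal effect; on the % scale 0 is the no-effect control and ±100 the full control effect; actives lower thioflavin S fluorescence by blocking filaments or displacing dye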
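ThS-based fibril read: tau 1 uM final, inducer ODS 30 uM final, 37 C for 15 h, ex 450/em 510 nm.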
ERK AVP block: vasopressin-driven ERK pathway inhibition | 72,000 tested, 0.99% active | Potency, µM (top dose mostly 57.5 µM), without a hit: top-dose activity, negative = inhibition, most hits filed as inhibitors | HEK293-V1b, vasopressin-stimulated pERK AlphaScreen | AID 995; further: potency means the concentration at half of the fitted maximal effect; on the % scale 0 is the no-effect control and ±100 the full control effect; nearly all actives have a fitted effect of over 55% in size
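HEK293 cells stably expressing V1b receptor, seeded overnight in 1% FBS, were treated with compounds for 30 min at 37C, then stimulated 5 min with 25 nM vasopressin; phospho-ERK read by AlphaScreen SureFire after lysis.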
Rhodamine autofl: rhodamine region autofluorescence; max dye-equivalent concentration, M; 59,000 tested, 0.05% active; Rhodamine-region fluorescence, 547/598 nm, Tris buffer; hits give high values; AID 594; in the data active means max dye-equivalent concentration above about 11 nM; inconclusive means between about 1.1 nM and that limit
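qHTS spectral profiling of compounds without any target or enzyme present, in pH 8.0 Tris buffer; plates were read after a 15-minute room-temperature incubation using the rhodamine-region filter set.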
Luciferase inh: firefly luciferase inhibition. P08659. purified firefly luciferase, luminescence, 8 min. Potency, µM (top dose mostly 57.1 µM), for inactives: at the top dose activity change, negative = inhibition, usual class: inhibitors. 72,000 tested, 2.2% active. AID 411; further: potency means the concentration at half of the fitted maximal effect; on the % scale 0 is the no-effect control and ±100 the full control effect; nearly all actives have a fitted effect of over 40% in size
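Titration-based qHTS; buffer 50 mM imidazole pH 7.2, 50 mM KCl, 7 mM MgCl2, 10 uM ATP, 0.01% Tween 20, 0.05% BSA; luciferase/luciferin detector mix added after compound; 8 min, ambient; luminescence.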
15-hLO inh: blocks human 15-lipoxygenase activity | purified 15hLO-1, xylenol orange hydroperoxide absorbance | P16050 | 74,000 tested, 1.4% active | Potency, µM (doses to about 57.1 µM), without a hit: at the highest dose activity change, negative = inhibition, most hits filed as inhibitors; further: potency means the concentration at half of the fitted maximal effect; on the % scale 0 is the no-effect control and ±100 the full control effect; nearly all actives have a fitted effect of over 55% in size
Target sequence (P16050 whole entry, looked up): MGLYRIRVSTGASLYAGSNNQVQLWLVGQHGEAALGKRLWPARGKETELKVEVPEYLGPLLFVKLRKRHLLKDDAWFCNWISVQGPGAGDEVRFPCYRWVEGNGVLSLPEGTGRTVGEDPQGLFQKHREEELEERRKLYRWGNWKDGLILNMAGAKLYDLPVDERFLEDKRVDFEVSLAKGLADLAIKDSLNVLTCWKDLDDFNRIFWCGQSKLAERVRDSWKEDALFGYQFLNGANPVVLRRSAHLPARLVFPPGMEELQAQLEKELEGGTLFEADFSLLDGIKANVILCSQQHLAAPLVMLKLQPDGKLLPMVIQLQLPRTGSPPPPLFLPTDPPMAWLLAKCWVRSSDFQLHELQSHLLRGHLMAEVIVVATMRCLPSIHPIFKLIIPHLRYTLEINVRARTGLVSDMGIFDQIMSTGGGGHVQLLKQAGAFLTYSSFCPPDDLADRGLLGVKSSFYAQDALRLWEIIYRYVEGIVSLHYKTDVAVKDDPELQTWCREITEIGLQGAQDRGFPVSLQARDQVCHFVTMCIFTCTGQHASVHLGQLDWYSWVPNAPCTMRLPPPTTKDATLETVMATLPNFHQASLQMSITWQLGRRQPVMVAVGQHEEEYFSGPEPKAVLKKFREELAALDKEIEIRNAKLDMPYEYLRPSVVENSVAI
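Inhibition is scored from a chromogenic endpoint. After 15 min enzyme-compound contact, arachidonic acid (50 uM final) reacts 6 min with 40 nM 15hLO-1 at room temperature, then Fe-XO reagent is added for 30 min and absorbance ratio recorded.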
* marks the source's active call; other numbers are inactive results; i = inactive; ? = inconclusive; . = not tested or not shown; [ ] = remark or other dose. Unless noted, the call rests on the fitted dose curve; in most records, active means well fitted curve in the direction sought with a large enough effect; inconclusive means small, poorly fitted or top-dose-only effect, or another doubt; inactive means no such curve, though single readings can be large; an effect the other way counts as inactive or inconclusive. Only part of the results is shown. The share of hits here may be higher or lower than overall.

#	canonical_smiles	Pol III holo inh	HADH2 inhib	CRE-bla Fsk	Texas Red fluor	HBB splicing	Hsp90 Hop PPI	Tau fil binding	ERK AVP block	Rhodamine autofl	Luciferase inh	15-hLO inh
1	COc1cc(OC)cc([C@H](CNc2ncnc3c2ncn3[C@@H]2O[C@@H](CO)[C@H](O)[C@@H]2O)c2ccccc2C)c1	2%	11%	5%	i	2.3%	-16%	-2%	.	i	-1%	.
2	Cn1c(=O)c2c(nc(NCc3ccco3)n2C)n(C)c1=O	-2%	-4%	?	?	0.2%	-8%	-7%	-8%	i	0%	-9%
3	CCNC(=O)c1ccc(NS(=O)(=O)c2ccccc2)cc1	-6%	3%	-12%	?	-0.2%	0%	0%	-7%	i	0%	2%
4	CCCSc1n[nH]c(NC(C)=O)n1	-1%	-9%	-10%	.	0.1%	-2%	-4%	.	.	-1%	-7%
5	Cn1c(SCC(=O)c2ccc(-c3ccccc3)cc2)nnc1-c1ccco1	-1%	?	-14%	i	2.1%[0.369 µM]	-8%	7%	?	i	-4%	-13%
6	COc1ccc(C2C=C(c3ccccc3)Nc3ncnn32)cc1 (stereo not given)	-2%	?	?	i	-0.1%[57.5 µM]	5%	i	-8%	i	1%	-2%
7	Cn1c(SCC(=O)NC(C)(C)C)nc(O)cc1=O	-4%	?	-6%	i	11%[0.369 µM]	-1%	-4%	16%	i	1%	5%
8	Cc1cccc(C)c1N(CC(=O)N1CCN(C)CC1)S(C)(=O)=O	-8%	14%	1%	?	1.1%	-1%	-8%	-1%	i	1%	-2%

Part of the list above, with two lines to a compound.
Each structure is followed by: Pol III holo inh | HADH2 inhib | CRE-bla Fsk | Texas Red fluor | HBB splicing | Hsp90 Hop PPI | Tau fil binding | ERK AVP block | Rhodamine autofl | Luciferase inh | 15-hLO inh
(1) COc1cc(OC)cc([C@H](CNc2ncnc3c2ncn3[C@@H]2O[C@@H](CO)[C@H](O)[C@@H]2O)c2ccccc2C)c1
→ 2% | 11% | 5% | i | 2.3% | -16% | -2% | . | i | -1% | .
(2) Cn1c(=O)c2c(nc(NCc3ccco3)n2C)n(C)c1=O
→ -2% | -4% | ? | ? | 0.2% | -8% | -7% | -8% | i | 0% | -9%
(3) CCNC(=O)c1ccc(NS(=O)(=O)c2ccccc2)cc1
→ -6% | 3% | -12% | ? | -0.2% | 0% | 0% | -7% | i | 0% | 2%
(4) CCCSc1n[nH]c(NC(C)=O)n1
→ -1% | -9% | -10% | . | 0.1% | -2% | -4% | . | . | -1% | -7%
(5) Cn1c(SCC(=O)c2ccc(-c3ccccc3)cc2)nnc1-c1ccco1
→ -1% | ? | -14% | i | 2.1%[0.369 µM] | -8% | 7% | ? | i | -4% | -13%
(6) COc1ccc(C2C=C(c3ccccc3)Nc3ncnn32)cc1 (stereo not given)
→ -2% | ? | ? | i | -0.1%[57.5 µM] | 5% | i | -8% | i | 1% | -2%
(7) Cn1c(SCC(=O)NC(C)(C)C)nc(O)cc1=O
→ -4% | ? | -6% | i | 11%[0.369 µM] | -1% | -4% | 16% | i | 1% | 5%

Going on with the list.
#	canonical_smiles	Pol III holo inh	HADH2 inhib	CRE-bla Fsk	Texas Red fluor	HBB splicing	Hsp90 Hop PPI	Tau fil binding	ERK AVP block	Rhodamine autofl	Luciferase inh	15-hLO inh
9	Oc1ccc(Oc2ncc(Cl)cc2Cl)cc1	-6%	5%	11%	?	-2.6%	-2%	13%	-14%	i	-1%	-4%
10	CCOc1ccc(NC(=O)c2ccc(S(=O)(=O)N(C)C)cc2)cc1	-5%	2%	-7%	.	-0.5%	0%	34%	.	.	2%	-1%
11	O=C(Nc1ccccc1)N(CCCN1CCOCC1)Cc1cccs1	-9%	-7%	-7%	.	-0.7%	-3%	-11%	-18%	.	2%	-1%
12	COc1cc2[nH]c(=O)n(Cc3ccc(C(=O)NCC4CCCO4)cc3)c(=O)c2cc1OC (stereo not given)	-5%	?	0%	i	0.1%	-1%	-4%	17%	i	1%	8%
13	Cc1ccccc1-n1nnnc1SCc1ncc(-c2ccccc2)o1	3%	-8%	19%	?	-0.2%[57.5 µM]	9%	17%	19%	i	-2%	?
14	Cn1c(=O)c2c(nc(CN3CCc4ccccc4C3)n2Cc2ccccc2F)n(C)c1=O	-3%	14%	4%	i	0.7%[57.5 µM]	-17%	14%	-23%	i	2%	?
15	CCCOc1ccc(Cn2c(=O)oc3ccc(C)cc32)cc1OC	0%	-11%	26%	i	4.5%	9%	53%	7%	i	-5%	-14%
16	O=C(c1ccccc1)c1ccc(N2CCCC2)cc1	-3%	-13%	12%	.	-1.5%[9.22 µM]	?	-17%	-9%	.	13µM*	?
17	CN1CCN(C(c2cccc(C(F)(F)F)c2)c2nnnn2C(C)(C)C)CC1 (stereo not given)	-3%	13%	-1%	i	.	-11%	-16%	-7%	i	-1%	-3%
18	Cc1cc(Oc2ccccc2)nc(N)n1	-1%	1%	20%	i	0.3%	-3%	3%	-15%	i	1%	6%
19	COc1ccc(C(=O)/C=C/Nc2cc(C)on2)cc1	-4%	-11%	8%	.	-0.8%[9.22 µM]	-2%	10%	-4%	.	3.2µM*	-18%
20	Cn1c(Cn2c(=O)sc3ccccc32)nnc1SCC(=O)Nc1ccccc1F	1%	-1%	-4%	.	-0.7%	-3%[2.3 µM]	-7%	-14%	.	2%	4%
21	O=c1[nH]c2ccsc2c(=O)n1-c1ccc(F)cc1	-2%	-11%	?	i	-0.8%	-1%	7%	2%	i	2%	10%
22	O=C(Nc1ccc(N2CCOCC2)c(F)c1)c1ccncc1	-2%	2%	13%	i	-2.7%[57.5 µM]	-1%	-12%	10%	i	-6%	2%
23	O=C(c1cc2ccccc2oc1=O)N1CCN(C(=O)C2CCCO2)CC1 (stereo not given)	-11%	-5%	-9%	?	-0.2%	4%	2%	-16%	i	1%	0%
24	COc1ccc2[nH]c3ccc(OC)cc3c2c1	-8%	?	-3%	?	.	-11%	-9%	28%	i	20µM*	-7%
25	COc1ccc(OC)c(S(=O)(=O)n2ccnc2)c1	-6%	-1%	-10%	.	-0.4%	-1%	-8%	.	.	3%	1%
26	COc1cc(S(=O)(=O)NCCc2ccc3c(c2)OCO3)ccc1-n1cnnn1	-3%	4%	-3%	?	-0.1%[57.5 µM]	0%	-14%	-3%	i	4%	-2%
27	COc1cccc2cc(C(=O)N3CCc4ccccc4C3)c(=O)oc12	-2%	-2%	0%	i	0.0%[57.5 µM]	0%	-16%	-18%	i	-7%	2%
28	N#Cc1cccc(-c2nc3cnc(Nc4ccccc4)nc3n(C[C@H]3CCCO3)c2=O)c1	-5%	2%	?	i	1.0%	-10%	-13%	?	i	-1%[11.4 µM]	-9%
29	CC(C)c1nnc(NC(=O)CCC(=O)NCc2ccco2)s1	-9%	?	3%	i	-1.3%	-10%	-4%	-16%	i	-10%	-4%
30	COCCn1c(=O)c(-c2ccc(F)c(F)c2)nc2cncnc21	-2%	11%	16µM*	i	0.4%	-7%	6%	-19%	i	0%[11.4 µM]	-29%
31	Cc1ccc(S(=O)(=O)c2cc3c(=O)n4ccccc4nc3n(Cc3ccco3)c2=N)cc1C	-20%	55%[activator]	?	i	7.9%[0.369 µM]	-5%	i	19%	i	1%	32µM*
32	CN(C)C[C@H]1CCC[C@@H](CN(C)C)C1=O	-3%[11.4 µM]	-5%[11.4 µM]	-2%[7.6 µM]	?	-0.8%[9.22 µM]	-3%[11 µM]	3%[11.4 µM]	-5%[11.5 µM]	i	2%[11.4 µM]	8%[11.4 µM]
33	CC(=O)c1cccc(NS(=O)(=O)c2ccc3c(c2)oc(=O)n3C)c1	2%	2%	2%	i	-1.2%	4%	2%	14%	i	-1%	-1%
34	O=C(c1ccccc1C(=O)N1CCN(c2ccccc2)CC1)N1CCN(c2ccccc2)CC1	1%	6%	-18%	i	-1.4%	-17%	484%	-25%	i	-1%	3%
